A3G deaminase: inhibitors of human APOBEC3G DNA deaminase; 0.28% of 330,000 active; inhibition, % at 20 µM; recombinant A3G, ssDNA deamination FAM/TAMRA fluorescence; Q9HC16;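 active means inhibition of at least 40% at 20 µM, with no more than 30% in the related APOBEC3A deaminase screen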;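 further: plate controls were DMSO wells with A3G for no effect and wells lacking A3G enzyme for full effect; some compounds called inactive have numbers as strong as hits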
MIN6 prolif: MIN6 beta-cell proliferation induction | MIN6 cells proliferation, ATPlite luminescence, 48 h; cells starved in 0.2% serum; 100% = growth in 10% serum | proliferation, % at 10 µM | 0.29% of 330,000 active;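 active means compounds whose signal lies at least 3.5 SD above the mean of all wells on their plate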;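 further: 0% = DMSO-treated cells in low-serum medium and 100% = 10% serum control; some compounds called inactive have numbers as strong as hits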
A3A deaminase: inhibitors of human APOBEC3A DNA deaminase. P31941. recombinant A3A, FAM/TAMRA ssDNA deamination fluorescence. inhibition, % at 20 µM. 0.41% of 330,000 active. AID 493011;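 active means at least 40% inhibition at 20 µM here, with at most 30% in a related deaminase screen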;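 further: plate controls were A3A with DMSO for no effect and wells lacking A3A enzyme for full effect; some results filed as inactive read as strong as hits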
Target sequence (P31941 whole entry, looked up): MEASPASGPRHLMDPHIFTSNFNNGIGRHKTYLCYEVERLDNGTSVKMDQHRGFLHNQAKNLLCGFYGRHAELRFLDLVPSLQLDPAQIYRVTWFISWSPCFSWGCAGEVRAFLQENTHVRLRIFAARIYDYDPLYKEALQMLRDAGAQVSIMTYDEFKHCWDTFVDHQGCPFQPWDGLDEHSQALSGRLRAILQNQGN
hIAP inh: human IAP inhibition. purified IAP, CDP-Star luminescence, 30 min. 0.12% of 330,000 active. inhibition, % at 10 µM. P09923;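 active means inhibition reaching a set limit with compound at 10 µM in the primary screen, cut at about 35% in these data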;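 further: plate controls were DMSO wells with enzyme for no effect and no-enzyme buffer wells for full effect; values of inactives mirror those of a sister screen read the other way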
Target sequence (P09923 whole entry, looked up): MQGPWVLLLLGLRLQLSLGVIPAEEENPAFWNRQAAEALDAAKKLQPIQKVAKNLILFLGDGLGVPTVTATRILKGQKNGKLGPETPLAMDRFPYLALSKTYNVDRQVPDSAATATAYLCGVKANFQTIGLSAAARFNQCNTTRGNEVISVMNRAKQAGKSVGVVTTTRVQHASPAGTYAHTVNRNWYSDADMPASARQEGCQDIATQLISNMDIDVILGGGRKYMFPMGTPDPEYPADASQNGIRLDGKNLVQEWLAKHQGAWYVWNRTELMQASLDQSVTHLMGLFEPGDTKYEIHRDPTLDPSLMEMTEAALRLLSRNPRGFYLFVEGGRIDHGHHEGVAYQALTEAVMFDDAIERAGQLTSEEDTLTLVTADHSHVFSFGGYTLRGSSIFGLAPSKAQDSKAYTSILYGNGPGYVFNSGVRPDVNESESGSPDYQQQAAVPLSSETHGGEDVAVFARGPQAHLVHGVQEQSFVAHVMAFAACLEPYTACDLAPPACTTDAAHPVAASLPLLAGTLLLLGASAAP
tim10-1 inh: inhibits growth of tim10-1 mutant yeast. inhibition, % at 20 µM. S. cerevisiae tim10-1 ts strain growth, BacTiter-Glo, 24 h. 2.2% of 330,000 active;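 active means inhibition of at least 40%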;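 further: mutant grown at 25 °C; 0% = DMSO wells with yeast and 100% = wells holding no yeast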
mIAP activ: mouse IAP activation; muIAP, CDP-Star luminescence, 30 min; hits give high values; 1 = vehicle-only enzyme signal, 0 = enzyme-free wells; activation factor at 10 µM; 0.24% of 330,000 active; AID 2805;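 active means activation factor of at least 2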; further: the source names both 10 and 20 µM as test concentration; values of inactives mirror those of a sister screen read the other way
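Assay system: mouse IAP enzyme; reagent: chemiluminescent substrate CDP-Star; dosing: test compounds delivered from DMSO solution; schedule: 30 min at room temperature; measured by: luminescence from enzymatic CDP-Star hydrolysis; controls: DMSO-only wells and no-enzyme negative control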
mIAP inh: blocks mouse intestinal alkaline phosphatase | purified mouse IAP, CDP-Star luminescence, 30 min | inhibition, % at 10 µM | 0.2% of 330,000 active | AID 2806;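 active means inhibition of at least 40% at 10 µM in the primary screen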;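 further: plate controls were DMSO with enzyme for no effect and no enzyme wells for full effect; values of inactives mirror those of a sister screen read the other way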
TIM10 inh: growth inhibitors of TIM10 yeast strain; S. cerevisiae TIM10 strain growth, BacTiter-Glo luminescence, 24 h; inhibition, % at 10 µM; 1.4% of 330,000 active;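 active means inhibition of 40% or more at the single tested concentration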;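 further: wild-type TIM10 isogenic control strain grown at permissive 25 °C; 0% = DMSO yeast wells and 100% = minimal medium wells without yeast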
NLRP3 yeast inh: NALP3 inhibition in yeast; Yeast reconstituted NLRP3/ASC/caspase-1, beta-gal luminescence, 24 h; inhibition, % at 10 µM; AID 2825; 0.39% of 330,000 active;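 active means inhibition of 50% or more; inactive means inhibition below 50%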;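 further: plate controls were induced DMSO wells for no effect and uninduced yeast grown without galactose for full effect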
Starred values were filed as active, the others as inactive.

Every second line gives: MIN6 prolif	mIAP inh	hIAP inh	TIM10 inh	tim10-1 inh	A3A deaminase	A3G deaminase	mIAP activ	NLRP3 yeast inh
> COC(=O)[C@@H](Cc1ccccc1)NC(=O)NCCc1c[nH]c2ccccc12
 : -6	2	-4	16	-15	2	-1	0.98	10
> CCCn1c(CCc2ccccc2)nnc1SCC(=O)N1CCCC1
 : 0	-4	11	9	14	-2	-6	1	11
> CCOC(=O)c1ccc(-c2nnc(-c3ccc(Cl)cc3Cl)o2)cc1
 : -2	12	6	-6	21	-3	-5	0.88	0
> CCOc1cccc(/C=N/N2CCN(c3ccc(Cl)cc3)CC2)c1O
 : -1	4	11	19	22	6	-3	0.96	29
> CCOC(=O)N1CCC(N2C(=O)c3ccc(C(=O)Nc4ccc(OC)c(OC)c4)cc3C2=O)CC1
 : -2	1	0	-12	2	-5	-6	0.99	11
> CN(Cc1cnccn1)C(=O)c1cc(COc2cccc(C(F)(F)F)c2)on1
 : 0	8	-3	11	21	-5	-8	0.92	-2
> CN(Cc1cc([N+](=O)[O-])ccc1Cl)C(=O)C[n+]1ccccc1
 : -3	-4	-3	-6	27	1	-8	1	12
> COc1cccc(NC(=O)CNS(=O)(=O)c2ccc3nc(C)sc3c2)c1
 : -1	7	-7	5	18	1	-1	0.93	11
> O=S(=O)(Nn1cnnc1)c1ccc2ccccc2c1
 : -1	1	-18	5	-4	-6	-6	0.99	15
> Cc1ccc(-c2nc(Cl)nc3ccccc23)cc1
 : -1	13	-1	11	22	-6	-10	0.87	22
> NC(=O)C1CCCN(CC(=O)Nc2ccccc2C(=O)NC2CC2)C1 (stereo not drawn)
 : 3	-1	12	-2	-4	-6	-11	1	12
> COc1ccc(/C(C)=N/NS(=O)(=O)c2ccccc2)c(OC)c1
 : -2	0	8	11	7	-5	-6	1	10
> Cc1cc(NC(=O)C(C)Oc2ccccc2)no1 (stereo not drawn)
 : -4	-6	-3	-16	3	1	-2	1.1	3
> CSc1ccc(C(c2c(C(=O)O)[nH]c3ccccc23)c2c(C(=O)O)[nH]c3ccccc23)cc1
 : -3	10	-6	4	-6	-4	-8	0.9	12
> O=C(NNC(=O)c1ccc2c(c1)OCO2)NC12CC3CC(CC(C3)C1)C2
 : 0	11	19	13	10	-1	-1	0.89	-4
> CCOc1cc(C#N)c(NC(=O)c2cccnc2Cl)cc1OCC
 : -1	5	3	-7	-1	-3	-7	0.95	-5
> CN1CCC(=O)N([C@H](CC#N)c2ccccc2)CC1
 : -5	-7	-1	11	19	-4	-11	1.1	1
> Cc1ccc(-c2nn3c(C)nnc3s2)cc1NC(=O)CSc1ccc(Cl)cc1
 : 0	-7	4	5	20	5	2	1.1	8
> Cc1nc2cc(-c3ccsc3-n3c(C)ccc3C)[nH]n2c(=O)c1Cl
 : -1	63*	9	12	4	82	73	0.37	3
> CCOC(=O)c1c(-c2ccc(OCC)cc2)csc1NC(=O)CCN1C(=O)c2ccccc2C1=O
 : -2	-4	-5	6	-1	-6	-4	1	-19
> O=C(NCc1ccccc1)C(c1ccncc1)N(C(=O)c1csnn1)c1ccccc1F (stereo not drawn)
 : 2	-4	5	-12	21	3	-4	1	7
> O=C(COC(=O)Cc1c(F)cccc1Cl)NC1CCS(=O)(=O)C1 (stereo not drawn)
 : -1	-9	-13	-5	-5	-3	-8	1.1	8
> COc1ccc(CNc2nc(NC(C)=O)nn2-c2ccccc2)cc1
 : -3	-5	6	-7	-4	-6	-6	1	19
> CC(C)OC(=O)c1ccc(COC(=O)c2cccc(-c3nnc(-c4ccccc4)o3)c2)cc1
 : 0	2	1	-33	-14	-3	-10	0.98	-2
> NC(=O)CC(NC(=O)Cc1cccc2ccccc12)c1ccc(N2CCCCCC2)c([N+](=O)[O-])c1 (stereo not drawn)
 : -6	16	12	-3	2	0	-6	0.84	6
> COc1cc(NC(=S)Nc2cccc(C)n2)cc(OC)c1OC
 : 2	-7	-3	47*	37	2	-11	1.1	27
> COc1ccc(N2CCN(C(=O)c3oc4ccccc4c3NC(=O)CCc3cc(OC)no3)CC2)cc1
 : 0	0	13	12	31	-3	-4	1	3
> O=C(Cn1ncc2c(=O)oc3ccccc3c21)NC1CC1
 : -1	6	11	-2	10	2	1	0.94	-5
> NC(=O)c1cccnc1Nc1ccccc1F
 : 1	16	-69	19	8	-1	-5	0.84	19
> CCOC(=O)Cc1csc(NC(=O)CSc2nc(C)cc(=O)[nH]2)n1
 : -2	27	-14	2	14	-4	-6	0.73	3
> Oc1c(Br)cc(Br)cc1CNc1ccc(F)cc1
 : -2	29	15	22	35	0	-3	0.71	37
> CCCc1nn(C)c2c(=O)[nH]c(-c3ccccc3OCC)nc12
 : 0	7	3	3	26	-1	2	0.93	10
> CCN(CC(=O)Nc1cccc(S(N)(=O)=O)c1)Cc1nc2ccccc2c(=O)[nH]1
 : 2	12	-50	7	4	1	-9	0.88	-4
> CCOc1ccccc1NC(=O)Cc1ccccc1OC
 : 2	0	7	9	20	6	-1	1	17
> CCCCNC(=O)C1CCCN(S(=O)(=O)c2ccc(S(=O)(=O)NCC(C)C)cc2)C1 (stereo not drawn)
 : -1	-10	6	1	12	4	2	1.1	9
> C=CCNc1nc2c(c(=O)[nH]c(=O)n2C)n1CCCc1ccccc1
 : -3	-3	0	-15	-10	-7	-5	1	13
> CC(=O)c1c(C)[nH]c(C(=O)Nc2cccc(C)c2C)c1C
 : -2	7	14	9	2	-4	-13	0.93	22
> CCn1c(SCC(=O)Nc2ccc(F)cc2F)nc2c(c1=O)SCC2
 : 1	10	7	-23	-18	-6	1	0.9	8
> O=C(N/C(=C/c1cccs1)C(=O)N1CCOCC1)c1cccs1
 : 0	8	18	2	10	-2	-6	0.92	-2
> CC1=CC(C)(C)N(C(=O)C(C)N2C(=O)c3ccccc3C2=O)c2ccc(C)cc21 (stereo not drawn)
 : -1	8	4	32	28	2	-3	0.92	-14
> O=C(c1cc(COc2ccc(F)cc2Cl)on1)N1CC2C[C@@H]3CC1C[C@H](C2)C3
 : -4	7	6	5	6	-5	-5	0.93	8
> Cc1ccc(C)c(S(=O)(=O)N=Nc2c(O)[nH]c3ccccc23)c1
 : -1	-1	11	-3	3	1	6	1	7
> COc1ccc(N2CCN(C(=O)Cc3coc4cc(C)ccc34)CC2)cc1
 : 2	-10	-6	15	16	-1	-10	1.1	38
> O=C(N/N=C/c1ccc([N+](=O)[O-])s1)c1ccccc1Br
 : -4	25	7	18	-5	-2	-2	0.75	-2
> COCCn1c(SCC(=O)c2ccccc2)nc2c(c1=O)SCC2
 : 1	16	8	10	12	0	-1	0.84	5
> CCCN1CCc2c(sc(NC(=O)c3ccc(S(=O)(=O)N4CCN(C(=O)OCC)CC4)cc3)c2C(N)=O)C1
 : -3	17	-2	2	3	-10	-17	0.83	25
> Cc1ccccc1N(CC(=O)N/N=C/c1cc(C)n(-c2ccccc2C)c1C)S(C)(=O)=O
 : 0	-24	6	1	22	-10	2	1.2	-1
> COc1ccc(/C=C/C(=O)OCC(=O)Nc2ccc(N3CCOCC3)cc2)cc1OC
 : -1	1	-5	-12	3	-2	-9	0.99	-2
> CSc1ccccc1OCc1cc(C(=O)NCCc2ccco2)no1
 : -1	3	10	3	-3	-1	-4	0.97	29
> CC1CCCC(C)N1C(=O)CSc1nnc(-c2cccs2)o1 (stereo not drawn)
 : 1	-3	-9	9	6	4	9	1	25
> Cc1ccc(C)c(N2CCN(CCCc3ccccc3)CC2)c1
 : 0	-6	0	1	12	-5	-7	1.1	11
> O=C(/C=C/c1ccco1)NCCCN1CCOCC1
 : -1	-7	1	-4	-1	1	2	1.1	18
> Cc1ccc(S(=O)(=O)N2CC3(C)CN(S(=O)(=O)c4ccc(C)cc4)CC(C)(C2)C3O)cc1 (stereo not drawn)
 : -1	0	-9	-15	2	1	-4	1	-15
> CS(=O)(=O)N1CCN(c2ccc(NC(=S)NC(=O)c3ccccc3[N+](=O)[O-])cc2)CC1
 : -4	-8	2	-23	-15	2	-4	1.1	1
> O=[N+]([O-])c1ccc2c(c1Nc1ccccc1)=NC1(CCCCC1)N=2
 : -1	4	-10	19	39	3	2	0.96	31
> O=C(COc1ccc(F)cc1Cl)Nc1ccccc1C(=O)N1CCCCC1
 : 2	-8	-3	17	22	-4	-6	1.1	7
> CCC(=O)N/N=C(\C)CC(=O)Nc1ccc2ccccc2c1
 : -2	-9	9	2	13	-6	-7	1.1	14
> CCCS(=O)(=O)N1CCN(S(=O)(=O)c2ccc(F)cc2)CC1
 : 1	-3	-12	-14	9	1	0	1	18
> COc1ccc(N(CCC(=O)O)S(=O)(=O)c2ccc(C)c(C)c2)cc1
 : -3	5	-3	5	11	-2	-4	0.95	4
> COc1ccccc1C=NC(CO)C(O)c1ccc([N+](=O)[O-])cc1 (stereo not drawn)
 : -1	16	5	0	1	-5	-7	0.84	5

(further entries)
Every second line gives: MIN6 prolif	mIAP inh	hIAP inh	TIM10 inh	tim10-1 inh	A3A deaminase	A3G deaminase	mIAP activ	NLRP3 yeast inh
> COC(=O)c1cccc(NC(=S)NCc2ccc(Cl)cc2)c1
 : -3	-73	-9	28	37	0	-4	1.7	13
> COC(=O)[C@@]12CCCN1[C@H](c1ccc(-c3cccc(Cl)c3)cc1)[C@H]1C(=O)N(C)C(=O)[C@H]12
 : 1	-8	-9	-8	17	0	-10	1.1	5
> c1ccc(CSc2nnc(-c3cccnc3)o2)cc1
 : -1	1	-11	-1	0	0	-5	0.99	13
> C=C(C)c1cccc(C(C)(C)NC(=O)Nc2ccc3[nH]c(=O)[nH]c3c2)c1
 : 3	-74	-11	9	-5	-4	-4	1.7	-3
> Cc1ccc(-c2nnc(-c3ccccc3)c(-c3ccccc3)n2)cc1
 : -2	2	-7	26	33	-3	-7	0.98	-10
> CC(C)Cn1c(SCC(=O)Nc2ccc(Cl)cc2F)nc(O)cc1=O
 : 0	10	23	-6	12	-6	-8	0.9	3
> CCCCCCc1nc2ccccc2c(=O)n1N
 : 0	8	9	0	16	-1	-5	0.92	21
> COc1cc(SC)ccc1C(=O)N1CCN(Cc2ccc3c(c2)OCO3)CC1
 : -3	-3	-6	-3	8	-3	-7	1	20
> N=C1S/C(=C\c2cccc3ccccc23)C(=O)N1c1ccc(F)cc1
 : 0	6	7	15	29	6	-3	0.94	20
> CC(C)(C)C1CCc2c(sc(NC(=O)c3cccs3)c2C(=O)N2CCCCC2)C1 (stereo not drawn)
 : -5	0	5	12	24	4	-1	1	19
> N#C/C(=C\c1ccc(OC(=O)c2cccs2)cc1)c1nc2ccccc2[nH]1
 : 0	-6	-5	8	-6	0	0	1.1	23
> CCCCCC(=O)Nc1cccc(C2=NOC3(C2)C[C@@H](C(N)=O)N(C(=O)C2(C)CC2)C3)c1 (stereo partly drawn)
 : -4	-14	-3	-8	-2	-1	-5	1.1	11
> COc1ccc(C(=O)Nc2cc(Cl)ccc2N2CCOCC2)cc1S(=O)(=O)N1CCOCC1
 : 8	10	19	18	9	-4	-10	0.9	6
> CSc1ccc(NC(=O)Nc2ccccc2C(N)=O)cc1
 : -3	-7	-5	17	3	1	-1	1.1	3
> Cc1ccc(-n2c(=O)[nH]cc(C(=O)N3CCc4ccccc43)c2=O)cc1
 : -1	9	9	-3	6	-2	-1	0.91	2
> Cc1nc(=O)c(-c2ccccc2)c(C)n1-c1ccccc1O
 : -1	-5	9	-7	-13	-4	-7	1.1	1

Bioassay records deposited in PubChem BioAssay by Sanford-Burnham Center for Chemical Genomics.
